SENP8 block-1: SENP8 protease inhibitors, primary screen, biochemical, luminescence; AID 2540, 2010; Sentrin-specific protease 8 (Homo sapiens), Q96LD8; inhibition, % at 10 µM; purified SENP8, Z-RLRGG-aminoluciferin cleavage; 330,000 compounds, 1.2% hits; in the data active = inhibition above about 50%
Target sequence (Q96LD8 whole entry, looked up): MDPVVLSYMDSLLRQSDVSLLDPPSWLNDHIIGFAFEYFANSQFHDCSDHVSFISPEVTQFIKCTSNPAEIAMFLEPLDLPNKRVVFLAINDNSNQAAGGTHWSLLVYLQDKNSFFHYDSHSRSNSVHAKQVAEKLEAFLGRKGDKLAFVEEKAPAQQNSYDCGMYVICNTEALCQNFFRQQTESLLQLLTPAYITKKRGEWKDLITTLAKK
SENP6 block: SENP6 protease inhibitors, primary screen, biochemical, luminescence, uHTS. Sentrin-specific protease 6 (Homo sapiens), Q9GZR1. Recombinant SENP6 catalytic domain, aminoluciferin luminescence. inhibition, % at 10 µM. 330,000 compounds, 1.8% hits. AID 2599, 2010;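 active = inhibition above about 50% at the single tested dose, limit read from the data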;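 note: plate controls were DMSO wells with enzyme for no effect and DMSO wells lacking enzyme for full effect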
HKDC1 inh: HKDC1 hexokinase inhibitors, primary screen, biochemical, fluorescence, uHTS. 340,000 compounds, 0.16% hits. inhibition, % at 20 µM. recombinant HKDC1, G6PDH/diaphorase resazurin coupled fluorescence;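 active = inhibition above about 35% when tested at 20 µM, limit read from the data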;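 note: plate controls were DMSO wells with enzyme for no effect and DMSO wells lacking enzyme for full effect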
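Incubation: 90 min at room temperature in dark / Material: recombinant HKDC1 (HK5) hexokinase enzyme, produced in-house / Quantity: enzyme 5 µg/mL final / Compound: one dose of 20 µM, 1% DMSO / Reagent: glucose and ATP substrates / Buffer or medium: Tris pH 8.0 buffer with MgCl2, Tween-20, BSA, BME / Technique: resorufin fluorescence at 613 nm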
SENP7 inh: SENP7 protease inhibitors, primary screen, biochemical, luminescence, uHTS; recombinant SENP7, Z-RLRGG-aminoluciferin luminescence, 40 min; 330,000 compounds, 1.5% hits; inhibition, % at 5 µM;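 active = inhibition above about 50% at the single test dose, limit read from the data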;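 note: plate controls were DMSO with enzyme for no effect and no enzyme buffer wells for full effect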
Target sequence (Q9BQF6 706-1050 limits assumed): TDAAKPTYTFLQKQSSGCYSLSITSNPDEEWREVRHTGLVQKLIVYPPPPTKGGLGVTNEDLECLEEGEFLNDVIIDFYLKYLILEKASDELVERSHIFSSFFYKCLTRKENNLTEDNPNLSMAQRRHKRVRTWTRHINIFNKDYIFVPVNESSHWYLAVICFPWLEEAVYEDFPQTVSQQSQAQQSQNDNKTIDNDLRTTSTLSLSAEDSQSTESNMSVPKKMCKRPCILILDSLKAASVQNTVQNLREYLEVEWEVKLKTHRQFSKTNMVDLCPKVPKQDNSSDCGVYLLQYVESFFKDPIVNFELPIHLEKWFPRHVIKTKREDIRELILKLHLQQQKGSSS
Apaf-1 inh: inhibitors of human Apaf-1 apoptosome, primary screen, biochemical, DEVD-Rh110 fluorescence, uHTS; Apoptotic protease-activating factor 1 (Homo sapiens), O14727; reconstituted apoptosome caspase-3 activity; inhibition, % at 20 µM; 330,000 compounds, 0.71% hits; AID 489030, 2010; active = inhibition of at least 40% at 20 µM;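 note: plate controls were DMSO wells for no effect and DEVD-CHO caspase inhibitor wells for full effect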
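Material: cell-free apoptosome with Apaf-1, procaspase-3 and caspase-9; Buffer or medium: Hepes pH 7.5 with detergent and BSA; Reagent: cytochrome c trigger plus (Z-DEVD)2-Rh110 caspase-3 substrate; Times: compound with Apaf-1, dATP, procaspase-3 30 min, then 50 min reaction, room temperature; Technique: Rh110 fluorescence intensity.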
PfGluPho inh: PfG6PD enzyme inhibitors, primary screen, biochemical, fluorescence intensity, uHTS; 350,000 compounds, 0.78% hits; inhibition, % at 20 µM; AID 504690, 2011; PfGluPho enzyme, NADPH resazurin-diaphorase fluorescence;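 active = inhibition reaching at least a set limit at 20 µM in the primary screen, cut at about 59% in these data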;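 note: 0% = DMSO wells with substrate and 100% = DMSO wells lacking glucose-6-phosphate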
SENP1 FRET inh: human SENP1 catalytic domain inhibitors, primary screen, biochemical, FRET, uHTS | Sentrin-specific protease 1 (Homo sapiens), Q9P0U3 | recombinant SENP1 catalytic domain, CyPet-SUMO1-YPet FRET cleavage | inhibition, % at 10 µM | 360,000 compounds, 0.21% hits | AID 624204, 2012;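 active = inhibition at least 30% at 10 µM, raw YFP signal under a set limit, fluorescence ratio 0.5 to 1.5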;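 note: 0% = enzyme with DMSO and 100% = no enzyme wells; some results filed as inactive read as strong as hits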
Target sequence (Q9P0U3 419-644 limits assumed): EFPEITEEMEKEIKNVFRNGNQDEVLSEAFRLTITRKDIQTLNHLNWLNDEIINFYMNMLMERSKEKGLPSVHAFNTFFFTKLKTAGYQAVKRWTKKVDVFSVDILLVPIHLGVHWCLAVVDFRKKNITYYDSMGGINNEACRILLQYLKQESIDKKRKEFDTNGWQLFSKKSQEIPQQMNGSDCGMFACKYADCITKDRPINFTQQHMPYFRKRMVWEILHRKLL
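Assay system: hSENP1 catalytic domain, recombinant. Amount: SENP1 enzyme, 20 pM final. Schedule: 50 min reaction, RT, dark. Technique: FRET, CFP and YFP emission. Control set: no-enzyme wells low, DMSO-plus-enzyme wells high control.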
SENP8 block-2: human SENP8 protease inhibitors, primary screen, biochemical, fluorescence, Nedd8 protein substrate, uHTS; Sentrin-specific protease 8 (Homo sapiens), Q96LD8; recombinant SENP8; 360,000 compounds, 0.64% hits; inhibition, % at 20 µM; AID 602440, 2012; in the data active = inhibition mostly above about 40%, no sharp cut-off; inactive = mostly below about 27%
An asterisk follows results filed as active; x = no result given.

molecule	SENP8 block-1	SENP6 block	HKDC1 inh	SENP7 inh	Apaf-1 inh	PfGluPho inh	SENP1 FRET inh	SENP8 block-2
O=C(NCCN1CCOCC1)C1CC(=O)N(c2ccc(F)cc2)C1 (stereo unspecified)	8	3	2	3	2	-9	1	0
C=CCNC(=S)NNC(=O)c1csc(CC)c1	-2	-23	-8	1	-13	-9	4	10
CC(C)Sc1nc2[nH]ncc2c(=O)[nH]1	0	-12	1	1	-8	12	2	11
Cc1sc2ncnc(SCC(=O)N3CCCC(C(F)(F)F)C3)c2c1C (stereo unspecified)	-6	7	6	6	9	-5	-3	-2
Cc1ccc(C(=O)N/C(=C\c2ccc(C(C)C)cc2)C(=O)NCCCN2CCOCC2)cc1	-3	16	-7	3	-8	-21	-10	22
CCc1ccc2c(CN3CCN(S(=O)(=O)c4ccc5c(c4)OCCO5)CC3)cc(=O)oc2c1	2	-3	5	-2	18	8	-3	-5
CC1C(=O)OC(c2ccc(Cl)cc2)C(C)(C)C1=O (stereo unspecified)	-13	3	-1	-3	6	-14	1	12
O=C(CCN1C(=O)S/C(=C\c2cccs2)C1=O)NC1=NCCS1	-4	-13	-1	4	11	0	-6	8

Given field by field: part of the list above.
SMILES: CC(C)Sc1nc2[nH]ncc2c(=O)[nH]1
- SENP8 block-1 = 0
- SENP6 block = -12
- HKDC1 inh = 1
- SENP7 inh = 1
- Apaf-1 inh = -8
- PfGluPho inh = 12
- SENP1 FRET inh = 2
- SENP8 block-2 = 11

SMILES: Cc1sc2ncnc(SCC(=O)N3CCCC(C(F)(F)F)C3)c2c1C (stereo unspecified)
- SENP8 block-1 = -6
- SENP6 block = 7
- HKDC1 inh = 6
- SENP7 inh = 6
- Apaf-1 inh = 9
- PfGluPho inh = -5
- SENP1 FRET inh = -3
- SENP8 block-2 = -2

SMILES: Cc1ccc(C(=O)N/C(=C\c2ccc(C(C)C)cc2)C(=O)NCCCN2CCOCC2)cc1
- SENP8 block-1 = -3
- SENP6 block = 16
- HKDC1 inh = -7
- SENP7 inh = 3
- Apaf-1 inh = -8
- PfGluPho inh = -21
- SENP1 FRET inh = -10
- SENP8 block-2 = 22

Later entries
molecule	SENP8 block-1	SENP6 block	HKDC1 inh	SENP7 inh	Apaf-1 inh	PfGluPho inh	SENP1 FRET inh	SENP8 block-2
COc1ccc(C(=O)CC(=O)C(=O)Nc2cccc(C(C)=O)c2)cc1	2	-8	-9	10	14	-15	-1	-27
O=C1C=CC(=O)N1Cc1ccncc1	x	x	-2	x	x	4	-33	-56
O=[N+]([O-])c1ccc(COc2ccc(-c3[nH]ncc3-c3ccccc3)c(O)c2)cc1	-3	-16	-3	-2	8	-16	3	20
CCOc1ccc2oc(C(=O)Nc3ccc4c(c3)OCO4)c(C)c2c1	65*	73*	-6	62*	21	9	-19	-31
O=C(COC(=O)c1ccc(Br)o1)NCc1ccc(F)cc1	-2	-9	0	-4	14	-12	1	6
Cc1ccc(SCC(=O)Nc2nnc(-c3ccco3)o2)cc1	4	5	1	5	1	-9	0	3
CCc1ccccc1S(=O)(=O)Cc1ccc(C(=O)NCCc2ccccc2)o1	5	20	-1	3	5	2	-3	-15
COc1ccc(CN2C(=O)CSC2c2ccccn2)cc1 (stereo unspecified)	4	10	-3	6	19	12	2	8
Cc1ccc(S(=O)(=O)N2C[C@@H]3[C@H]4CC[C@H](C4)[C@@H]3[C@@H](C)[C@@H]2c2cccn2Cc2ccccc2)cc1	x	x	-4	-5	28	5	0	4
CC1=C(C(N)=O)C(c2cccnc2)n2nc(-c3cccc(Cl)c3)nc2N1 (stereo unspecified)	-7	-8	-6	3	0	-14	-1	-3
Cc1sc2ncnc(NCCCN3CCCC3=O)c2c1C	1	4	-1	-3	-8	12	1	6
Cc1cc(C(=O)Nc2ccc3c(c2)OCCO3)ccc1[N+](=O)[O-]	77*	84*	4	92*	1	23	2	20
COc1ccc(Br)cc1S(=O)(=O)N1CC(C)OC(C)C1 (stereo unspecified)	-6	-22	-3	-3	2	0	-1	6
CCOc1cccc(C2NC(=S)NC(C)=C2C(=O)Nc2ccccc2)c1 (stereo unspecified)	-9	-30	-7	-5	-1	1	2	16
COc1ccc(OC)c(NC(=O)C2CCN(c3cc(-c4ccccc4)nc4ncnn34)CC2)c1	3	6	3	0	0	8	1	-35
O=C(CSc1nc2ccccc2c(=O)n1Cc1ccco1)NCc1ccccc1	9	4	-6	3	-3	4	3	16
CCN(CC)S(=O)(=O)c1cccc(NC(=O)CSc2nc3ccccc3[nH]2)c1	0	2	-3	2	1	-3	1	18
Cc1ccc(NC(=O)Nc2cc(-c3ccccc3)nn2C)cc1Cl	-3	-6	-3	-2	15	19	1	16
CC(=O)Nc1ccc(S(=O)(=O)NNC(=S)NCc2ccco2)cc1	5	8	0	7	10	-7	3	-11
COC(=O)NNC(=O)Cc1cccc2ccccc12	-5	-11	-10	11	5	5	1	9
CCC(=O)N(CC(=O)Nc1sc(C)c(C)c1C(N)=O)C1CCCC1	-3	-10	4	-2	-11	-9	0	6
OCC1OC(Oc2c[nH]c3ccccc23)C(O)C(O)C1O (stereo unspecified)	-3	-1	-3	13	6	19	-2	-220
O=c1c2cc(Cl)ccc2[nH]c(=S)n1Cc1cccs1	-10	-14	-7	8	13	-8	3	15
CCOC(=O)COc1ccc2ccccc2c1/C=C/[N+](=O)[O-]	x	x	21	x	x	23	2	-9
Cc1ccc2c(c1)NC(=O)C(CC(=O)NCc1ccc(F)cc1)O2 (stereo unspecified)	13	3	1	-8	-7	2	-1	10
COc1ccccc1-n1c(CNC(=O)c2cccs2)n[nH]c1=S	0	-2	9	3	-6	25	2	13
COc1ccc(CN(CCN(C)C)Cc2ccccc2)c(OC)c1	-7	-10	-8	-2	-15	-1	0	11
CN(Cc1ccccc1)C(=O)COC(=O)Cn1cnc2ccccc21	3	-6	-5	7	-7	-7	1	20
O=C(O)CSc1nnc(COc2cccc3cccnc23)n1-c1cccc(C(F)(F)F)c1	-6	-9	1	2	-3	-9	x	x
COc1ccc(NS(=O)(=O)c2ccc3nc(COc4ccc(C#N)cc4)[nH]c3c2)cc1	2	10	-1	0	-8	13	-51	-10
CCc1sc(C(=O)N2CCc3ccccc32)cc1C	93*	96*	-5	97*	2	13	2	8
COc1ccc(S(=O)(=O)Nc2cccc(-c3ccc4nncn4n3)c2)c(OC)c1	-10	-1	-3	3	12	35	0	-3
O=C1CSC(c2ccccc2[N+](=O)[O-])N1c1ccccc1 (stereo unspecified)	-5	-10	-5	3	0	-2	3	0
Cc1cc(=O)oc2cc(OCc3ccc(C(=O)OCC(=O)Nc4ccccc4OC(F)F)cc3)ccc12	1	-4	-2	0	0	4	4	-169
COc1ncc(C2=CC(=O)CC(C)(C)C2)cn1	8	2	-5	-3	-16	-6	2	-6
CN(C)c1ccc(-c2nnn(CC(=O)NCc3ccc4c(c3)OCO4)n2)cc1	2	-8	-2	14	-3	-8	3	-13
Cc1ccc(-n2c(C)c([N+](=O)[O-])c3ccc(O)c(CN(C)C)c32)cc1	-7	-16	0	-5	9	-4	3	20
COc1ccc(/C=C/C(=O)OCC(=O)c2ccc3c(c2)NC(=O)CO3)cc1	10	-13	-2	2	-28	-4	0	-3
O=C(NCc1ccco1)C(c1cccs1)N(C(=O)Cc1cccs1)c1ccccc1 (stereo unspecified)	-4	16	2	-5	24	-23	10	11
O=C(c1cccs1)c1coc2ccc(O)c(CN(CCO)CCO)c12	-3	5	-2	-7	-8	-5	-1	16
CC1=C(C(=O)OCc2ccccc2)C(c2ccccc2[N+](=O)[O-])NC(=O)N1C (stereo unspecified)	11	1	1	-2	8	30	-16	-19
CCOC(=O)C1=C(CN2CCOCC2)NC(=O)NC1c1cc(C)ccc1C (stereo unspecified)	1	-2	-7	2	-16	-9	-1	0
O=C1CN(C(=O)C2CCCC2)CCN1	-13	-6	-12	0	0	-9	-1	5
O=C(Nc1ccccc1)c1ccc(S(=O)(=O)N(CCO)CCO)cc1	-1	-17	-2	-3	-12	4	2	23
COc1ccc(/C=N/NC(=O)c2cnccn2)c(OC)c1OC	8	-1	-9	0	-9	0	0	12
CC(C)CN(C(=O)COC(=O)c1nc(Cl)ccc1Cl)C1CCS(=O)(=O)C1 (stereo unspecified)	-7	-19	6	-10	4	-6	1	-6
COc1cccc(N=c2oc3ccc(OC)cc3cc2-c2nc3ccccc3[nH]2)c1	-1	-2	7	-8	-18	-6	-19	-303
O=C(C[n+]1cccc(CNC(=O)c2ccc(OC(F)F)cc2)c1)Nc1ccc(F)cc1	-1	3	-9	2	-11	4	3	13
O=C(O)CCNS(=O)(=O)c1cccc2nsnc12	1	-1	-8	-12	-10	5	1	0
O=[N+]([O-])c1ccc(Cl)c(S(=O)(=O)NCCc2ccccn2)c1	-8	-2	13	-10	-3	6	0	26
Cc1cc(C)nc(N/N=C/C2=C(O)CC(c3ccccc3)CC2=O)n1 (stereo unspecified)	6	-12	x	9	-26	x	x	x
CN1CCN(CCOC2Cc3ccccc3Sc3ccc(Cl)cc32)CC1 (stereo unspecified)	-2	-1	2	7	10	29	1	18
Cc1oc(=O)cc(OCc2ccccc2)c1C	x	x	-5	8	6	-4	0	2
CCCOC(=O)CSc1nnc(-c2ccccc2Cl)o1	-11	-21	-4	-9	12	-15	-1	16
COc1ccc(-c2noc(CSc3nc(-c4ccccc4)cc(=O)[nH]3)n2)cc1OC	-15	-11	-2	-11	20	-17	1	22
Cc1ccc(NS(=O)(=O)N2CCCCC2)cc1	x	x	-7	x	x	6	4	9

Continuation:
molecule	SENP8 block-1	SENP6 block	HKDC1 inh	SENP7 inh	Apaf-1 inh	PfGluPho inh	SENP1 FRET inh	SENP8 block-2
C=CC[C@@H](CC(=O)NCCO)C(=O)NCCOC(=O)[C@@H](CC=C)Cc1ccc(F)cc1	-3	-7	-9	5	-11	2	4	4
CCOc1ccc(NC(=O)c2sc(NC(C)=O)c(C(=O)OC)c2C)cc1	-6	-27	-12	-2	-3	8	-1	-249
CCCS(=O)(=O)N1CCCC(C(=O)NCCCN2CCN(c3ccccc3F)CC2)C1 (stereo unspecified)	2	-24	-2	-2	-6	-12	1	12
Cc1cc(C)c2c(n1)sc1c(-c3ccccc3)c(C#N)c(N)nc12	-2	-13	-13	-7	4	20	-28	-414
Cc1snc(SCc2ccc(Cl)cc2)c1C#N	-10	2	1	-5	13	4	-2	8
COc1ccc(C2(O)CCN(C(=O)c3c(F)cccc3F)CC2)cc1	-5	-7	-6	2	-18	-7	0	13
Cc1ccc(SCc2[nH]nc3c2C(c2cccnc2)C(C#N)=C(N)O3)cc1 (stereo unspecified)	-1	-10	-1	2	-1	-13	1	17
COC(=O)NCc1ccc(CNC(=O)OC)cc1	6	3	-28	2	-11	-16	-2	8
CCC(C)c1ccc(S(=O)(=O)N2CCN3CCCC3C2)cc1 (stereo unspecified)	-2	-8	2	3	-15	-14	-4	-8

No enrichment for hits (roughly 3.6% active in at least one column).
